SENP6 block = SENP6 protease inhibition | 1.8% of 330,000 active | inhibition, % at 10 µM | Recombinant SENP6 catalytic domain, aminoluciferin luminescence | Q9GZR1;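 active = inhibition above about 50% at the single tested dose, limit read from the data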;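 also: plate controls were DMSO wells with enzyme for no effect and DMSO wells lacking enzyme for full effect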
Target sequence (Q9GZR1 628-1112 limits assumed): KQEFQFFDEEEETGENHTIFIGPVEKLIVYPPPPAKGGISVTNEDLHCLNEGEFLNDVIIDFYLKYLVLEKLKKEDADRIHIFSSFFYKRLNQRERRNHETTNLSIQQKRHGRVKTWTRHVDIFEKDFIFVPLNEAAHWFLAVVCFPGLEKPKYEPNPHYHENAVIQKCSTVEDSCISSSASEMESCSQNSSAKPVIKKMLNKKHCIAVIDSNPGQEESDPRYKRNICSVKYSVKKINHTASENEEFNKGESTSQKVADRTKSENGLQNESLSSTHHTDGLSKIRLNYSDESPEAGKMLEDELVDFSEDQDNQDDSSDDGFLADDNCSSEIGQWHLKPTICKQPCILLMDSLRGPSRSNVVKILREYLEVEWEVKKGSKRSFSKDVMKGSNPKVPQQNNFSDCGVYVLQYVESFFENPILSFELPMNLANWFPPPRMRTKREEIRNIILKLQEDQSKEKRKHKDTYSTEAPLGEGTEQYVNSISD
SENP8 block-1 = SENP8 protease inhibition; purified SENP8, Z-RLRGG-aminoluciferin cleavage, luminescence; AID 2540; 1.2% of 330,000 active; inhibition, % at 10 µM; in the data active = inhibition above about 50%
PfGluPho inh = PfG6PD (Plasmodium falciparum) enzyme inhibition | PfGluPho enzyme, NADPH resazurin-diaphorase fluorescence | inhibition, % at 20 µM | 0.78% of 350,000 active | AID 504690;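 active = inhibition reaching at least a set limit at 20 µM in the primary screen, cut at about 59% in these data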;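 also: 0% = DMSO wells with substrate and 100% = DMSO wells lacking glucose-6-phosphate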
HKDC1 inhibitor = HKDC1 (human) hexokinase inhibition. 0.16% of 340,000 active. recombinant HKDC1, G6PDH/diaphorase resazurin coupled fluorescence. inhibition, % at 20 µM. Q2TB90;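 active = inhibition above about 35% when tested at 20 µM, limit read from the data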;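 also: plate controls were DMSO wells with enzyme for no effect and DMSO wells lacking enzyme for full effect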
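Material – in-house recombinant HK5 (HKDC1) enzyme · Quantity – HKDC1 at 5 µg/mL · Buffer or medium – pH 8.0 Tris buffer with 10 mM MgCl2 · Reagent – glucose with 1 mM ATP · Dosing – single 20 µM dose · Times – reaction time 90 min, room temperature, protected from light · Technique – resorufin fluorescence at 613 nm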
SENP8 block-2 = blocks human SENP8 cleavage of Nedd8 substrate. recombinant SENP8, Nedd8 substrate fluorescence. inhibition, % at 20 µM. 0.64% of 360,000 active. AID 602440; in the data active = inhibition mostly above about 40%, no sharp cut-off; inactive = mostly below about 27%
Apaf1 inhib = inhibitors of human Apaf-1 apoptosome | O14727 | reconstituted apoptosome caspase-3 activity, DEVD-Rh110 fluorescence | inhibition, % at 20 µM | 0.71% of 330,000 active | AID 489030; active = inhibition of at least 40% at 20 µM;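 also: plate controls were DMSO wells for no effect and DEVD-CHO caspase inhibitor wells for full effect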
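Assay system – apoptosome proteins · Medium – Hepes buffer, pH 7.5 · Also added – cytochrome c with DEVD-Rh110 · Timing – 30 min compound preincubation, 50 min activation, room temperature · Detection – Rh110 fluorescence, excitation 480 nm, emission 540 nm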
SENP1 FRET inh = SENP1 (human) catalytic domain inhibition. Q9P0U3. recombinant SENP1 catalytic domain, CyPet-SUMO1-YPet FRET cleavage. inhibition, % at 10 µM. 0.21% of 360,000 active;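 active = inhibition at least 30% at 10 µM, raw YFP signal under a set limit, fluorescence ratio 0.5 to 1.5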;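 also: 0% = enzyme with DMSO and 100% = no enzyme wells; some results filed as inactive read as strong as hits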
Target sequence (Q9P0U3 419-644 limits assumed): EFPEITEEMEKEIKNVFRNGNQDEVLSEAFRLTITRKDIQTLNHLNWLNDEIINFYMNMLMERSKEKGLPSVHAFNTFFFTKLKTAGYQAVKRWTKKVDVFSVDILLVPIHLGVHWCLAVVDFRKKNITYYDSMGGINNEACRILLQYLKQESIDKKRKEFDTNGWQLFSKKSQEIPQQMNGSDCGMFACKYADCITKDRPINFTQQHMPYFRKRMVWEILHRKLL
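Test system: hSENP1 catalytic domain, recombinant; Amount: 20 pM final SENP1 enzyme; Medium: Tris pH 8 buffer plus EDTA, NaCl, BME, BSA, NP40, catalase; Schedule: 50 min enzyme reaction, room temperature, light-protected; Technique: FRET fluorescence in CFP and YFP emission channels; Controls: no-enzyme wells low, DMSO-plus-enzyme wells high control.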
SENP7 block = inhibitors of human SENP7 protease; Q9BQF6; recombinant SENP7, Z-RLRGG-aminoluciferin luminescence, 40 min; inhibition, % at 5 µM; 1.5% of 330,000 active; AID 434973;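 active = inhibition above about 50% at the single test dose, limit read from the data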;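 also: plate controls were DMSO with enzyme for no effect and no enzyme buffer wells for full effect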
Target sequence (Q9BQF6 706-1050 limits assumed): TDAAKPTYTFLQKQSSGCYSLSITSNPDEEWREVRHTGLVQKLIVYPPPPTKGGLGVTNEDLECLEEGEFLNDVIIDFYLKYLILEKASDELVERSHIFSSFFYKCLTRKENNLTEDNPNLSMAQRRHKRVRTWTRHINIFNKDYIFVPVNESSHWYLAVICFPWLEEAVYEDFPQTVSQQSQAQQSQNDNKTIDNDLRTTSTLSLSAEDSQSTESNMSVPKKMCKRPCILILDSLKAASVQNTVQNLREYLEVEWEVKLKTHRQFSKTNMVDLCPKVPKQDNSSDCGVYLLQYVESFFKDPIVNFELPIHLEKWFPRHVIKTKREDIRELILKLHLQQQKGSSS
Numbers without * were called inactive; . = no result given. No enrichment for hits, and some 3.6% of all compounds hit somewhere here.

SMILES	SENP6 block	SENP8 block-1	PfGluPho inh	HKDC1 inhibitor	SENP8 block-2	Apaf1 inhib	SENP1 FRET inh	SENP7 block
CC(C)n1cc(CN2CCCC(CNS(=O)(=O)c3cccc4cccnc34)C2)cn1 (stereo not drawn)	-8	-9	-5	-6	6	6	2	-4
O=C(C[C@H]1C[C@H](C(=O)N2CCCCC2)[C@@]2(CCc3ccccc3)c3[nH]c4ccc(Cl)cc4c3CCN2C1=O)NCc1cccc(C(F)(F)F)c1	.	.	16	3	6	22	-3	3
CCC(C)Sc1ccc(-c2nc3ccc(C)cn3c2NC2CCCCC2)cc1 (stereo not drawn)	0	3	4	-2	.	41*	.	6
COc1ccc([C@@H]2CC=C(C(=O)O)[C@H](c3ccc(F)cc3)N2S(=O)(=O)c2ccc(Cl)cc2)cc1	-5	-13	-11	0	1	21	2	-13
O=C(NCc1ccco1)c1cccc(Br)c1	1	2	10	-4	2	-11	-1	0
CCOc1ccc(S(=O)(=O)NN=C(C)c2cccnc2)cc1	-13	-12	-14	-2	4	2	-1	-13
O=Nc1c(O)n(Cc2ccc(Cl)cc2Cl)c2ccccc12	-3	-11	-37	6	13	18	1	8
O=C(NCc1ccncc1)C(=O)N/N=C/c1ccccc1OCc1ccccc1	-10	-10	-2	-4	-20	5	0	-10
CCN1CCN(c2ccc(NC(=O)c3cccc(OCc4ccccc4)c3)cc2)CC1	56*	16	-7	1	7	15	1	24
O=C1COc2ccc(C(=O)COC(=O)c3cc(S(=O)(=O)N4CCOCC4)ccc3F)cc2N1	7	-11	5	0	-2	26	0	13
Cn1ccnc1SCC(=O)Nc1ccccc1	-2	-2	11	5	11	-6	-1	-2
O=C(O)c1cccc(N2C(=O)Nc3ccccc3N2O)c1	-13	-10	-8	-10	1	-10	4	1
O=C(CN1CCC(NC(=O)c2cccc(F)c2)CC1)NCc1cccs1	-12	-10	-18	-7	8	-3	1	-2
NS(=O)(=O)c1ccc(CNC(=S)NCc2ccc(F)cc2)cc1	2	5	10	-1	-7	18	2	5
CC(C)CN(CC(C)C)S(=O)(=O)N1CCC(C(=O)NCCN2CCOCC2)CC1	-10	1	1	-11	6	-5	2	-5
CC1CCN(S(=O)(=O)c2cc(Cl)ccc2Br)CC1	3	4	-12	-3	9	-7	0	-1
COc1ccc(OC)c(CCNC(=O)Cn2nc(C)c3c(C)n(-c4ccccc4)nc3c2=O)c1	-9	-9	-24	0	5	4	0	-8
COc1ccc(CN2CC[C@H]3C=CC[C@@H](C(=O)N4CCOCC4)[C@H]3C2=O)cc1OC	-3	-4	-4	1	10	-7	1	-2
COc1ccc2c(CC(=O)Nc3ccc(OC)c(NS(=O)(=O)c4ccc(F)cc4)c3)coc2c1	-7	-3	6	13	-47	12	-26	-11
COc1cccc(NC(=O)CN(C)C(=O)c2cccc(NS(=O)(=O)c3ccc(Br)cc3)c2)c1	.	.	7	3	12	.	0	.
CCn1c(SCC(=O)Nc2ccc3c(c2)oc2ccccc23)nnc1-c1ccc(N)cc1	-4	6	6	4	-16	13	-2	-3
COc1cccc(N2CC(=O)N(NC(=O)CSc3nc(C)cc(C)c3C#N)CC2=O)c1	8	6	0	4	-4	-1	1	-2
Cc1csc(NC(=O)c2ccccc2C(=O)O)n1	-2	-29	-11	-1	8	2	2	-2
Cc1ccnc(NS(=O)(=O)c2ccc(N3C(=O)c4c(Cl)c(Cl)c(Cl)c(Cl)c4C3=O)cc2)n1	6	2	-22	15	26	5	-1	2
CC1CCCC(C)N1CCNC(=O)CCn1nc(-c2ccccc2)ccc1=O (stereo not drawn)	-8	-2	-9	-6	-3	-13	-6	0
COc1ccc(N(CC(=O)Nc2cccc(C)c2)S(=O)(=O)c2ccc(C)cc2)cc1OC	-6	-8	-4	-5	16	-9	0	2
O=S(=O)(c1ccc2ccccc2c1)N1CCc2ccccc21	4	-3	23	-3	18	20	-4	-1
O=c1c2cn[nH]c2nc(SCc2ccc3c(c2)OCCO3)n1-c1ccccc1	-22	-12	1	1	13	6	2	5
CC1CC1C(=O)OCC(=O)Nc1ccc2[nH]c(=O)[nH]c2c1 (stereo not drawn)	5	-1	0	6	4	-19	-13	5
COc1ccc(C(C(O)C(=O)c2c[nH]c3ccccc23)N2CCN(c3ccc(OC)cc3)CC2)cc1 (stereo not drawn)	-22	-11	13	1	-1	10	1	1

Shown with values under each structure: 13 of the compounds above
Screens in order: SENP6 block | SENP8 block-1 | PfGluPho inh | HKDC1 inhibitor | SENP8 block-2 | Apaf1 inhib | SENP1 FRET inh | SENP7 block
> CC(C)CN(CC(C)C)S(=O)(=O)N1CCC(C(=O)NCCN2CCOCC2)CC1
→ -10 | 1 | 1 | -11 | 6 | -5 | 2 | -5
> CC1CCN(S(=O)(=O)c2cc(Cl)ccc2Br)CC1
→ 3 | 4 | -12 | -3 | 9 | -7 | 0 | -1
> COc1ccc(OC)c(CCNC(=O)Cn2nc(C)c3c(C)n(-c4ccccc4)nc3c2=O)c1
→ -9 | -9 | -24 | 0 | 5 | 4 | 0 | -8
> COc1ccc(CN2CC[C@H]3C=CC[C@@H](C(=O)N4CCOCC4)[C@H]3C2=O)cc1OC
→ -3 | -4 | -4 | 1 | 10 | -7 | 1 | -2
> COc1ccc2c(CC(=O)Nc3ccc(OC)c(NS(=O)(=O)c4ccc(F)cc4)c3)coc2c1
→ -7 | -3 | 6 | 13 | -47 | 12 | -26 | -11
> COc1cccc(NC(=O)CN(C)C(=O)c2cccc(NS(=O)(=O)c3ccc(Br)cc3)c2)c1
→ . | . | 7 | 3 | 12 | . | 0 | .
> CCn1c(SCC(=O)Nc2ccc3c(c2)oc2ccccc23)nnc1-c1ccc(N)cc1
→ -4 | 6 | 6 | 4 | -16 | 13 | -2 | -3
> COc1cccc(N2CC(=O)N(NC(=O)CSc3nc(C)cc(C)c3C#N)CC2=O)c1
→ 8 | 6 | 0 | 4 | -4 | -1 | 1 | -2
> Cc1csc(NC(=O)c2ccccc2C(=O)O)n1
→ -2 | -29 | -11 | -1 | 8 | 2 | 2 | -2
> Cc1ccnc(NS(=O)(=O)c2ccc(N3C(=O)c4c(Cl)c(Cl)c(Cl)c(Cl)c4C3=O)cc2)n1
→ 6 | 2 | -22 | 15 | 26 | 5 | -1 | 2
> CC1CCCC(C)N1CCNC(=O)CCn1nc(-c2ccccc2)ccc1=O (stereo not drawn)
→ -8 | -2 | -9 | -6 | -3 | -13 | -6 | 0
> COc1ccc(N(CC(=O)Nc2cccc(C)c2)S(=O)(=O)c2ccc(C)cc2)cc1OC
→ -6 | -8 | -4 | -5 | 16 | -9 | 0 | 2
> O=S(=O)(c1ccc2ccccc2c1)N1CCc2ccccc21
→ 4 | -3 | 23 | -3 | 18 | 20 | -4 | -1

Remaining list, next part.
SMILES	SENP6 block	SENP8 block-1	PfGluPho inh	HKDC1 inhibitor	SENP8 block-2	Apaf1 inhib	SENP1 FRET inh	SENP7 block
O=C1CC(SC(=Nc2ccccc2)Nc2ccccc2)C(=O)N1c1cccc2ccccc12 (stereo not drawn)	-10	2	2	-5	23	1	0	0
CC(NC(=O)COC(=O)Cn1cnc2ccccc2c1=O)C1CC2CCC1C2 (stereo not drawn)	-6	-2	1	-9	0	8	1	5
CCC(=O)Nc1nnc(CCc2ccccc2)s1	7	-2	-4	-5	-6	0	1	-4
CCn1c(CN2CCOCC2)nnc1SCC(=O)Nc1ccc(C(C)=O)cc1	-6	2	7	-6	-6	0	2	-7
CC(C)c1ccc(-c2cc(C(=O)NN3CCN(C)CC3)c3ccccc3n2)cc1	5	-10	11	-8	-28	8	2	-2
COc1ccccc1NS(=O)(=O)c1cc(NC(=O)c2cc3ccccc3oc2=O)ccc1C	-2	4	-26	6	16	7	-1	7
COC(=O)c1c(C)cc(C)n2c1nc1ccccc12	4	-3	3	-5	-492	-5	-51	6
c1ccc(Cn2ncc3c(N4CCN(C(c5ccccc5)c5ccccc5)CC4)ncnc32)cc1	15	-3	-10	8	6	7	-2	7
c1cc2c3c(cccc3c1)NN=N2	.	.	45	25	23	.	1	.
O=C(NCc1ccc(F)cc1Cl)C1CCN(S(=O)(=O)N2CCC3(CC2)OCCO3)CC1	-14	-9	5	-9	11	-4	-2	-9
CC1=NN(c2ccccc2)C(=O)/C1=C\C=C1/N(C)c2ccccc2C1(C)C	12	0	31	-12	47*	26	48*	5
C[C@H](CO)N1C[C@H](C)[C@@H](CN(C)S(=O)(=O)c2ccccc2)Oc2c(NS(=O)(=O)c3ccc(F)cc3)cccc2C1=O	-15	-7	2	-7	7	7	0	-13
COCc1cc(=O)n2[nH]c(C)nc2n1	-9	-15	-7	4	17	9	1	-3
Cn1c(=O)oc2cc(S(=O)(=O)Nc3ccc(O)cc3)ccc21	20	4	4	-4	7	-1	5	-5
C/C(=N\NS(=O)(=O)c1ccc(Br)cc1)c1cccs1	-2	-5	-10	4	20	1	1	-1
NNC(=O)CCS(=O)(=O)c1ccc2ccccc2c1	-21	-7	0	3	12	7	0	-9
Cc1ccc(NC(=O)CN2C(=O)NC(C)(C3CC3)C2=O)cc1S(=O)(=O)N1CCCCC1 (stereo not drawn)	3	7	6	1	-5	-13	-1	10
CCCOc1cccc(C2C(C(=O)c3cccs3)=C(O)C(=O)N2CCN2CCOCC2)c1 (stereo not drawn)	-4	-8	15	1	19	4	-2	4
CCOc1ccc(S(=O)(=O)N/N=C(\C)c2ccc(OC)cc2OC)cc1	3	4	0	13	4	0	1	-5
O=C(NN=Cc1ccc2c(c1)OCO2)c1ccncc1	.	.	2	-4	-10	.	0	.

Entries listed so far shown as hits in SENP6 block.
canonical_smiles | SENP6 block | SENP8 block-1 | PfGluPho inh | HKDC1 inhibitor | SENP8 block-2 | SENP1 FRET inh | SENP7 block
CCN1CCN(c2ccc(NC(=O)c3cccc(OCc4ccccc4)c3)cc2)CC1 | 56* | 16 | -7 | 1 | 7 | 1 | 24

Continued.
SMILES	SENP6 block	SENP8 block-1	PfGluPho inh	HKDC1 inhibitor	SENP8 block-2	Apaf1 inhib	SENP1 FRET inh	SENP7 block
Cc1ccc(S(=O)(=O)NC(CCc2ccccc2)CC(=O)C(C)(C)C)cc1 (stereo not drawn)	-1	-2	21	0	.	24	.	-4
COc1ccc2nc3ccccc3nc2c1NC(=O)c1ccc(Cl)cc1Cl	-8	-11	-6	-8	12	-8	-26	-5
CC(NC(=O)CCCCCN1C(=O)c2ccccc2C1=O)c1ccc2c(c1)CCCC2 (stereo not drawn)	4	-3	15	13	17	17	3	-8
NS(=O)(=O)c1ccc(NC(=O)/C=C/c2cccc(Cl)c2)cc1	-13	-6	7	-3	-46	4	3	-7
O=C1CC(N2CCN(c3nc4ccccc4s3)CC2)C(=O)N1c1cccc(F)c1 (stereo not drawn)	7	-2	2	-4	14	3	-1	2
Nc1nc(-c2ccccn2)nc(N)c1Cc1c(F)cccc1Cl	-5	0	-13	-2	2	-5	5	1
COc1ccc(N2C(=O)/C(=C\c3ccco3)N=C2SCC(=O)NC(C)(C)C)cc1Cl	4	0	-3	15	-11	6	-11	-4
CS(=O)(=O)c1ccccc1C(=O)Nc1cc2c(cc1C(=O)O)OCCCO2	-24	-1	-8	-3	13	2	-1	1
CCOc1ccc(C2Nc3ccccc3NC3=C2C(=O)CC(C)(C)C3)cc1OC (stereo not drawn)	1	2	-2	-9	-11	-9	11	1
COC(=O)c1ccc(N2CCN(C)CC2)c(NC(=O)c2cccnc2)c1	11	11	0	-3	19	-9	0	-4
